Dengue-2 NS5 capping – flavivirus cap methylation enzyme inhibition – biochemical, confirmation dose response, primary screen (AID 588689); Dengue-2 NS5 methyltransferase capping enzyme assay, biochemical; higher % means a stronger effect; one-dose inhibition, % at 25 µM; IC50 in µM for titrated hits; 0.3% of 340,000 active; in the data active means a potency from the dose series; inconclusive means inhibition above about 29% without an active follow-up result
LYP inhibition – inhibitors of LYP phosphatase, biochemical, fluorescence intensity, uHTS (AID 1779); 0.054% of 290,000 active; recombinant LYP phosphatase, fluorescence intensity; higher % means a stronger effect; inhibition, % at 11.5 µM, or IC50 in µM where a hit was titrated; in the data active means inhibition above about 50%;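 further: plate controls were vehicle with enzyme for no effect and no enzyme for full effect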
RSV CPE inhibition – RSV antiviral activity via CPE protection, HEp-2 cells, primary 10 µM value included (AID 2391). HEp-2 cells, RSV-induced CPE inhibition; higher % means a stronger effect. CPE inhibition, % at 10 µM, or IC50 in µM where a hit was titrated. 0.13% of 310,000 active; in the data active means a potency from the dose series; inconclusive means CPE inhibition mostly from about 23% at the one dose, without a potency; inactive means the rest, 99 in 100 with CPE inhibition below about 21%; further: strong numbers were not always called active
AID2073 – inhibitors of Mint1-CaV2.2 protein interaction, biochemical, HTRF (AID 2073); HTRF protein-protein interaction, Mint1-CaV2.2; higher % means a stronger effect; 0.19% of 290,000 active; one-dose inhibition, % at 20 µM; IC50 in µM for titrated hits; in the data active means inhibition mostly above about 51%, no sharp cut-off; inconclusive means no clear call, values can overlap the other calls; inactive means mostly below about 53%; further: some results filed as inactive read as strong as hits
SV40 large T antigen – SV40 large T antigen inhibitors, biochemical (AID 1903); SV40 large T antigen ATPase/helicase inhibition assay; higher % means a stronger effect; inhibition, % at 20 µM, or IC50 in µM where a hit was titrated; 0.39% of 310,000 active; in the data active means a potency from the dose series; inconclusive means inhibition mostly from about 32% at the one dose, without a potency; inactive means the rest, 99 in 100 with inhibition below about 32%; further: strong numbers were not always called active
XIAP displacement – XIAP antagonists, biochemical, IAP family, fluorescence polarization (AID 1018). displacement, % at 20 µM, or IC50 in µM where a hit was titrated. XIAP BIR domain, fluorescence polarization peptide displacement; higher % means a stronger effect. 0.007% of 200,000 active; in the data active means displacement above about 50%; further: a part of the inactive calls stands beside numbers as strong as those of hits
HIV peptide binding – inhibitors of HIV fusion peptide binding, primary screen, biochemical, uHTS, fluorescence dequenching (AID 1986). cell-free peptide binding, fluorescence dequenching, 30 min; higher % means a stronger effect. inhibition, % at 20 µM, or IC50 in µM where a hit was titrated. 0.3% of 290,000 active; in the data active means inhibition mostly above about 52%, no sharp cut-off; inactive means mostly below about 76%; further: some results filed as inactive read as strong as hits
SIAH1 antagonists – blockers of Siah-1 interaction with plectin peptide – biochemical, fluorescence polarization, rhodamine-plectin, uHTS, primary screen (AID 1817); Siah-1 / rhodamine-plectin peptide fluorescence polarization; higher % means a stronger effect; 0.02% of 290,000 active; one-dose displacement, % at 20 µM; IC50 in µM for titrated hits;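 active means displacement of at least 50% at 20 µM, with a fluorescence ratio check between 0.3 and a set limit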;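 further: plate controls were Siah plus tracer with DMSO for no effect and tracer alone without Siah for full effect; strong numbers were not always called active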
Rac1 GTP hydrolysis – MgcRacGAP GTPase-activating activity inhibitors, confirmation, biochemical, ADP Hunter fluorescence. 0.6% of 340,000 active. MgcRacGAP-stimulated Rac1 GTP hydrolysis, ADP Hunter fluorescence; higher % means a stronger effect; GST-tagged Rac1 F28L mutant substrate. inhibition, % at 30 µM, or IC50 in µM where a hit was titrated;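 active means first-screen hits whose inhibition reached a set limit at any dose in the follow-up dose series; inconclusive means inhibition above the set first-screen limit but never retested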;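 further: fluorescence reports GDP produced by GAP-driven GTP hydrolysis; strong numbers were not always called active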
Dengue-2 NS5 capping pilot replicate – further read-out of Dengue-2 NS5 capping, marked with its call; inhibition, %; measured here: pilot screen replicate inhibition
The depositor's hits bear a star; ? = inconclusive; / = no result given. An unsorted share of the library; overall some 1.7% were active at least once.

SMILES	Dengue-2 NS5 capping	LYP inhibition	RSV CPE inhibition	AID2073	SV40 large T antigen	XIAP displacement	HIV peptide binding	SIAH1 antagonists	Rac1 GTP hydrolysis	others
CCN1CCN(S(=O)(=O)c2ccc(Cl)c(C(=O)NC(C)c3ccccc3Cl)c2)CC1 (stereo not drawn)	-13.8%	/	-0.8%	/	12.6%	/	/	/	-5.5%
CC(=O)Nc1sc(-c2ccccc2)nc1-c1ccccc1	1.6%	-3.1%	-0.5%	0.7%	-4.0%	-0.4%	3.3%	2.0%	-3.1%
O=C(NC1CCCCC1)N1CCC(c2nc3ccccc3[nH]2)CC1	0.0%	-1.3%	-0.1%	20.7%	5.8%	-0.9%	0.1%	-1.3%	-6.6%
COc1ccc(-c2nn(-c3ccccc3)cc2C(=O)N2CCN(S(=O)(=O)c3ccccc3C#N)CC2)cc1	-4.4%	/	0.4%	/	5.5%	/	/	/	10.2%
Cc1cc2c(NC(=O)Nc3ccccc3)cccc2nn1	-32.9%	-11.4%	/	-11.0%	2.8%	/	-4.0%	-0.4%	11.9%
COC(=O)c1ccccc1NC(=O)NC1CC1	-8.8%	-8.8%	3.5%	0.7%	15.4%	-5.1%	-0.2%	-6.5%	0.3%
COc1cc2[nH]c(C(=O)N3CCN(C)CC3)cc2c(OC)c1OC	-4.0%	-7.1%	0.8%	31.4%	0.1%	/	-1.1%	0.7%	12.5%
COc1ccccc1CC(=O)Nc1ccc2c(c1)C(=O)NC2=O	-2.9%	-6.7%	0.1%	2.2%	1.1%	-2.7%	-1.2%	1.9%	2.6%
Cn1c(=O)c2c(ncn2CC(=O)Nc2cccc(S(=O)(=O)Nc3ccccc3F)c2)n(C)c1=O	0.8%	-1.1%	20.4%	50.5%	9.0%	-5.4%	-0.6%	-1.6%	3.0%
Cn1nc(OC(=O)Nc2ccccc2)cc1C(F)(F)F	/	-3.7%	1.4%	1.1%	1.9%	0.0%	-4.2%	1.1%	/
Cc1nn(Cc2ccccc2Cl)c(Cl)c1/C=C/C(=O)OCC(=O)NC1CCS(=O)(=O)C1 (stereo not drawn)	-5.1%	2.0%	1.3%	24.4%	2.1%	-10.8%	-0.3%	1.2%	2.8%
CCOc1ccc(CNC(=O)c2ccc(Sc3ccc(C)cc3)c(NC(C)=O)c2)cc1	-1.5%	-5.7%	1.6%	35.1%	0.7%	-3.7%	2.9%	3.8%	6.5%
Cc1ccc(CCNC(=O)C2CC(=O)N(CCc3ccccc3)C2)cc1 (stereo not drawn)	1.8%	-12.1%	6.0%	0.1%	3.3%	/	-1.2%	1.1%	14.8%
Cc1cc(C)c(OCCCn2ccnc2)c(C)c1	-4.8%	-0.6%	1.4%	-7.8%	3.0%	/	1.1%	0.4%	10.2%
COc1ccc(CNC(=S)Nc2ccccc2F)cc1	-11.6%	-3.8%	0.1%	-12.5%	-1.2%	/	0.0%	-6.4%	14.1%
CN(C)c1cc(N/N=C/c2ccccc2C(F)(F)F)nc(N(C)C)n1	-3.4%	-3.5%	-1.0%	2.3%	11.7%	/	-1.5%	-0.4%	6.7%
COc1ccc(NC(=O)CSc2ccc3nnc(CCNC(=O)c4ccccc4)n3n2)cc1OC	1.3%	-8.5%	1.3%	4.3%	3.8%	/	0.4%	-4.1%	10.5%
Cc1ccc(OCC(=O)N/N=C/c2cn(Cc3ccccc3)c3ccccc23)cc1	-6.2%	2.7%	5.2%	10.8%	-4.5%	-2.0%	4.6%	0.3%	6.6%
O=C(CN1CCC(n2nnc3cc(F)ccc32)CC1)NCCc1ccccc1	-9.7%	-7.2%	1.5%	42.9%	9.1%	-2.3%	3.1%	4.2%	-1.6%
Cc1nnc(N2CCCC(C(=O)NCc3ccccc3F)C2)c2nn(-c3ccccc3)c(C)c12 (stereo not drawn)	-19.4%	-9.7%	-0.9%	14.9%	15.7%	/	-1.4%	0.2%	9.1%
NC(=O)CNC(=O)c1cccc(Cl)c1	-6.9%	-5.8%	2.1%	-18.6%	2.6%	/	-2.4%	7.4%	10.2%
Cn1cccc1-c1nc2ccccc2[nH]1	-1.6%	-7.1%	/	-9.3%	7.6%	/	-0.6%	15.4%	0.9%
COc1ccc(-c2nc3ccccn3c2NC2CCCCC2)cc1SC1CCCCC1	-9.6%	/	-4.9%	/	9.1%	/	/	/	6.0%
CC(C)OC(=O)c1cc2c(ccn2C)n1CC(=O)N1CCC(Cc2ccccc2)CC1	4.7%	4.9%	4.7%	3.0%	0.7%	-1.5%	3.1%	1.1%	8.3%
COc1ccc(NC(=S)N(CCCN2CCOCC2)Cc2ccco2)cc1	-6.0%	-7.0%	-1.1%	-17.5%	7.0%	-4.4%	1.7%	9.1%	10.8%
O=C(Nc1ccc(F)cc1)c1ccc(CN2CCc3ccccc3C2)cc1	-2.7%	-8.2%	1.4%	16.4%	10.4%	/	1.5%	15.7%	19.4%
COc1ccccc1N1CCN(Cc2cc(=O)c(OCC(=O)NC3CCCC3)co2)CC1	-2.2%	/	1.6%	/	0.8%	/	/	/	10.3%
CN(c1cccnc1)c1ncnc2[nH]ncc12	-2.4%	-6.3%	0.4%	-0.3%	5.7%	/	1.0%	11.4%	10.0%
COc1ccc(S(=O)(=O)N2CCCCCC2)cc1C(=O)OCC(=O)Nc1cc(C)on1	/	-6.0%	-0.1%	12.9%	-0.3%	-1.4%	-0.2%	-5.0%	/
Cc1ccc(S(=O)(=O)N2CCCOC2CNC(=O)C(=O)NCCCn2ccnc2)cc1 (stereo not drawn)	-2.6%	-12.7%	0.7%	-2.4%	14.5%	-1.0%	-3.5%	2.7%	5.8%
Cc1occc1C(=O)N1CCN(c2ncccn2)CC1	2.2%	-5.2%	1.0%	4.1%	13.0%	-1.9%	2.4%	5.9%	8.2%
COC(=O)c1sc(NC(=S)NC(=O)c2ccccc2)nc1C	2.9%	-6.5%	1.9%	?	-2.2%	-2.3%	-0.5%	6.9%	-5.4%
COCC(=O)NC1CCN(C(=O)NCc2ccccc2)CC1	-3.0%	-7.5%	-0.7%	-5.6%	6.9%	-3.2%	-2.9%	5.8%	2.5%
Cc1[nH]c2ccccc2c1N=Nc1ccccc1F	-6.1%	-1.0%	121.7%	31.0%	-1.1%	-1.6%	-1.3%	11.7%	12.5%
COc1ccc(C(=O)O)cc1S(=O)(=O)N(C)CCc1ccccn1	-5.5%	-6.6%	0.7%	3.8%	5.9%	/	0.5%	3.2%	5.9%
O=c1ccn(Cc2ccccc2Cl)cc1	0.0%	-1.1%	-0.1%	6.8%	-0.9%	-4.9%	3.4%	-0.1%	6.2%
CCOC(=O)c1c(C=O)c(C)n(Cc2ccc(C)cc2)c1C	-2.4%	-9.5%	11.1%	-7.1%	3.7%	-2.5%	-0.2%	-4.8%	3.4%
O=C(Nc1ccc(S(=O)(=O)N2CCOCC2)cc1)c1cccc(Br)c1	-1.2%	-5.8%	10.9%	12.4%	2.6%	/	-2.0%	0.0%	12.9%
Cc1nn(C)c(C(=O)NC(=S)Nc2ccc([N+](=O)[O-])cc2)c1Cl	-2.6%	0.4%	/	-8.6%	/	/	-0.3%	0.7%	0.0%
COc1cc2c(c(OC)c1OC)C(=O)CC2	-1.5%	-9.1%	1.9%	24.3%	3.6%	/	-1.6%	12.1%	5.6%
Fc1ccc(COc2ccc(Br)cc2CNCc2ccncc2)cc1	0.8%	-7.3%	2.0%	-0.2%	-5.7%	2.9%	-3.5%	3.7%	0.5%
COc1ccc(/C=C/C(=O)Oc2cc(O)cc(O)c2)cc1	-2.0%	4.2%	1.4%	24.5%	32.6%	/	1.5%	7.0%	3.4%
Cc1ccnc(NC(=O)c2ccc(NC(=O)CC3SC(N4CCCC4)=NC3=O)cc2)c1 (stereo not drawn)	-1.4%	/	-2.0%	/	14.1%	/	/	/	1.7%
CCOc1ccccc1N1C(=O)CC(N(O)c2ccccc2)C1=O (stereo not drawn)	0.7%	-12.3%	1.0%	-1.2%	21.7%	-1.6%	0.2%	4.9%	18.5%
Cc1oc(-c2ccccc2)nc1CSc1nc2c(c(=O)[nH]1)CCC2	-3.5%	0.1%	0.9%	-1.9%	10.6%	1.0%	0.8%	-5.5%	1.7%
CCN(CC)S(=O)(=O)c1cc(OC)c(Cl)cc1OC	-1.5%	-7.1%	-1.2%	-1.1%	7.3%	-1.4%	-1.2%	-1.2%	3.0%
CCOC(=O)c1c(NC(=O)CSc2nnc(CNc3ccc(Cl)cc3)o2)sc(C)c1C	-1.6%	6.9%	1.5%	2.8%	8.4%	-2.8%	-2.8%	-0.6%	-0.4%
CN(C)c1nc2n(c(=O)n1)CCO2	-5.6%	-6.8%	1.1%	-2.9%	-1.1%	-4.5%	2.1%	3.9%	7.4%
CCCn1c(SCC(=O)NCc2ccco2)nnc1C(C)C	-7.4%	-1.9%	1.3%	-4.2%	2.0%	-10.4%	57.6%	-4.2%	5.6%
Cc1nc2ccccc2c2oc(C(=O)NCCCN3CCCC3=O)cc12	-2.2%	-7.9%	0.6%	10.3%	0.8%	1.6%	-0.2%	-4.2%	2.5%

Retrieved one by one from the list above, two records:
SMILES	Dengue-2 NS5 capping	LYP inhibition	RSV CPE inhibition	AID2073	SV40 large T antigen	XIAP displacement	HIV peptide binding	SIAH1 antagonists	Rac1 GTP hydrolysis	others
CCOc1ccccc1N1C(=O)CC(N(O)c2ccccc2)C1=O (stereo not drawn)	0.7%	-12.3%	1.0%	-1.2%	21.7%	-1.6%	0.2%	4.9%	18.5%
Cc1ccc(OCC(=O)N/N=C/c2cn(Cc3ccccc3)c3ccccc23)cc1	-6.2%	2.7%	5.2%	10.8%	-4.5%	-2.0%	4.6%	0.3%	6.6%

(list continues)
SMILES	Dengue-2 NS5 capping	LYP inhibition	RSV CPE inhibition	AID2073	SV40 large T antigen	XIAP displacement	HIV peptide binding	SIAH1 antagonists	Rac1 GTP hydrolysis	others
Cc1[nH]n(-c2ccccc2)c(=O)c1C(c1ccccc1C(=O)O)c1c(C)[nH]n(-c2ccccc2)c1=O	-2.6%	-10.9%	1.2%	3.6%	4.5%	-27.7%	-0.8%	-2.2%	-1.8%
COc1ccccc1N1CCN(C(=O)CCC(=O)N2CCN(c3ccccc3OC)CC2)CC1	-1.3%	-5.3%	-1.2%	-7.5%	0.2%	/	-0.5%	-5.7%	9.0%	Dengue-2 NS5 capping pilot replicate=2.1
COc1ccccc1C(=O)N(C)c1nnc(-c2ccccc2)s1	-0.7%	3.0%	19.0%	-6.2%	6.0%	/	-0.1%	-2.6%	9.0%	Dengue-2 NS5 capping pilot replicate=0.6
O=C(CSCc1ccc(Cl)cc1)Nc1cccc(C(=O)O)c1	11.2%	-12.9%	1.6%	-6.0%	13.0%	/	2.4%	-0.7%	11.6%
CCOCCCN(C)C1CCN(C(=O)c2oc3ccccc3c2NC(=O)Cc2cccc([N+](=O)[O-])c2)CC1	5.9%	-13.2%	/	9.8%	6.9%	/	0.9%	-3.5%	8.0%
CCCCSc1nnc([C@H](C)NC(=O)OC(C)(C)C)o1	-7.3%	-3.7%	-0.6%	-6.0%	6.0%	-2.5%	-0.9%	-5.3%	0.4%
O=C(c1cccc(F)c1)N1CCCC(C(=O)N2CCCCC2)C1 (stereo not drawn)	-1.8%	-11.0%	-0.1%	8.0%	7.7%	/	-0.6%	-3.9%	10.9%

Source: PubChem BioAssay
